Bioassay records from PubChem BioAssay.
TLR9-MyD88 inh: inhibitors of human TLR9-MyD88 binding; inhibition, % at 4.98 µM; CHO BLA complementation TLR9-MyD88, CCF4 FRET ratio; AID 504734; Q9NR96+Q99836; hit rate 0.21% among 340,000;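 active = inhibition above the mean over all tested compounds plus 3 SD, cut at about 21% in these data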;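 note: 0% = DMSO only wells and 100% = clavulanate BLA inhibitor control wells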
Target sequence (Q99836 whole entry, looked up): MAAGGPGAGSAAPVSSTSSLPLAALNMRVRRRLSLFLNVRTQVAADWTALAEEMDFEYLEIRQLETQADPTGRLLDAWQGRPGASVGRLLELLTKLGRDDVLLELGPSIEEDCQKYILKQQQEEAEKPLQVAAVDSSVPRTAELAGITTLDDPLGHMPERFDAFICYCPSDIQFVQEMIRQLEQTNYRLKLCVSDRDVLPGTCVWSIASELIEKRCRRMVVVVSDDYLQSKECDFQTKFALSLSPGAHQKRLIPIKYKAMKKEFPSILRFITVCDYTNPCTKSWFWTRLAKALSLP
Target sequence (Q9NR96 whole entry, looked up): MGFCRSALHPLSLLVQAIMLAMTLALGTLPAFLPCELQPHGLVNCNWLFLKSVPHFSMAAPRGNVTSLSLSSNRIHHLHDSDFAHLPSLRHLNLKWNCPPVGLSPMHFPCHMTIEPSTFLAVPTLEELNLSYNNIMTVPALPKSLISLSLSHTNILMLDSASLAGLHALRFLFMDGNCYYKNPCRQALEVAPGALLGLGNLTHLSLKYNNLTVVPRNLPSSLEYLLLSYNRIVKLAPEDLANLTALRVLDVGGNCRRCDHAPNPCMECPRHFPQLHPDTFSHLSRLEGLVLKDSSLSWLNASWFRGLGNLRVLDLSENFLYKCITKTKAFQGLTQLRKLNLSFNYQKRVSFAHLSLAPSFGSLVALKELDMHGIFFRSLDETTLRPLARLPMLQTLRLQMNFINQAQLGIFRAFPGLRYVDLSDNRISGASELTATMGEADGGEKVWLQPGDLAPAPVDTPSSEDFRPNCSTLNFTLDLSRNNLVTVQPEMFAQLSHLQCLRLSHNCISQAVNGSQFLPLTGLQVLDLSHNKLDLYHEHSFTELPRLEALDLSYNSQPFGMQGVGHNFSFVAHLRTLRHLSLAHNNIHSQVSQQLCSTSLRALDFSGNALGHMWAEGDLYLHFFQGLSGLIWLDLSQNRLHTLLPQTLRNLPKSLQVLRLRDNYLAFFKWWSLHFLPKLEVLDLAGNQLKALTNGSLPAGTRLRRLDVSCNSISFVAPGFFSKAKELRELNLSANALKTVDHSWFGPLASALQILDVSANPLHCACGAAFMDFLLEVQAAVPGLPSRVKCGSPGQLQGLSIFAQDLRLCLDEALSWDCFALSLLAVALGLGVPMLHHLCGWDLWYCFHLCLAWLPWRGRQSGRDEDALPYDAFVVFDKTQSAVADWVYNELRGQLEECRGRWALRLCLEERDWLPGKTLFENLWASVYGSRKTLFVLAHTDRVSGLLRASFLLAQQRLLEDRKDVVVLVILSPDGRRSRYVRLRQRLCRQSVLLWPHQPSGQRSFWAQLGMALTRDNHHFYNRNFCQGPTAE
Glyco luc inh: blocks N-linked glycosylation in D54 reporter cells; D54 ERlucT glycosylation luciferase reporter, 24 h; percent of 100 nM tunicamycin response; reporter increase, % at 12.5 µM; hit rate 0.23% among 360,000;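 active = mean luciferase reporter signal, scaled so untreated is 0 and the glycosylation-blocking control 100, at or above a set limit in every replicate; inconclusive = mean reaches the limit but not every replicate does; inactive = mean below the limit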;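 note: luciferase carries N-glycosylation sites so blocking glycosylation raises the light; 0% = median of neutral control wells and 100% = median of 100 nM tunicamycin wells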
ABHD5-PLIN5 inh: inhibitors of human ABHD5-perilipin-5 interaction | Q00G26+Q8WTS1 | Split G. princeps luciferase complementation, luminescence, 4 h | inhibition, % at 4 µM | hit rate 0.78% among 360,000;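 active = inhibition above the mean inhibition across every tested compound plus 3 SD, cut at about 22% in these data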;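 note: 0% = DMSO only wells and the 100% control is not disclosed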
MC4R barr agon: human MC4R agonism via beta-arrestin; hit rate 0.98% among 360,000; U2OS MC4R beta-arrestin complementation, luminescence; percent of melanotan II response, DMSO zero; activation, % at 8.9 µM;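 active = activation above a per-plate cutoff, the mean activation of sample wells on that plate plus 3 SD, cut at about 8% in these data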
Exocytosis inh: blocks lytic granule exocytosis | TALL-104 LAMP-1 surface exposure, flow cytometry; cells stimulated with thapsigargin and PMA | AID 651702 | inhibition, % at 10 µM | hit rate 0.66% among 360,000;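 active = inhibition above about 55%, limit read from the data; inconclusive = no clear call, values can overlap the other calls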
ABCB6 inh MLPCN: inhibitors of human ABC transporter ABCB6; K562-ABCB6 porphyrin accumulation, flow cytometry, 1 h; active compounds read low; fluorescence ratio to DMSO, % at 10 µM; hit rate 0.19% among 360,000;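 active = fluorescence ratio to DMSO below 75%, the collection mean minus 3 SD; inconclusive = too few cells collected in the well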;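 note: signal is porphyrin accumulated inside mitochondria; 100% equals median channel fluorescence of DMSO control wells; lower ratio means ABCB6 inhibition with less porphyrin fluorescence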
MC4R antag cAMP: antagonists of human melanocortin 4 receptor (MC4R); P32245; MC4R-expressing cells, MTII-stimulated cAMP, LANCE TR-FRET; inhibition, % at 6.5 µM; hit rate 0.48% among 360,000; AID 540295;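 active = inhibition above its plate's cutoff, the mean of tested wells on that plate plus 3 SD, cut at about 29% in these data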;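 note: 0% = Melanotan II alone and 100% = Melanotan II plus saturating MCL0020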
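Material – human MC4R-expressing U2OS cells · Repeats – no replicates · Detection – TR-FRET with Eu-cAMP and labeled anti-cAMP, 671 nm · Times – compound 30 min, challenge 1 h, detection 1 h · Compound – single nominal compound dose of 6.5 µM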
NOD2-RIPK2 inh: inhibitors of human NOD2-RIPK2 interaction | inhibition, % at 4.98 µM | hit rate 0.38% among 360,000 | CHO BLA complementation NOD2-RIPK2, CCF4 ratio | AID 624267; in the data active = inhibition above about 21%;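 note: 0% = vehicle only and 100% = reference blocker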
Vif imaging: HIV Vif inhibition. HEK293T cells, Vif self-association by quenched fluorescence, imaging, 24 h. inhibition, % at 7.49 µM. hit rate 0.35% among 340,000; in the data active = inhibition above about 50%, passing the limit was not always enough; inconclusive = no clear call, values can overlap the other calls; inactive = below about 31%; note: some results filed as inactive read as strong as hits
aDG glyco act: alpha-DG glycosylation activation; Pro5-aDG cells, alpha-DG glycosylation AlphaScreen (IIH6); 0% Pro5, 100% B10-LARGE cell signal; activation, % at 10 µM; hit rate 0.22% among 360,000; AID 624168;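 active = activation of at least 8% versus controls, or a plate z-score of at least 8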;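 note: Pro5 are CHO cells carrying HIG-tagged alpha-DG that lacks glycosylation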
* = called active by the depositor; i = inactive; ? = inconclusive; / = not tested or not shown. An excerpt, so the mix of outcomes need not match the whole.

MC4R barr agon	ABHD5-PLIN5 inh	aDG glyco act	Vif imaging	MC4R antag cAMP	TLR9-MyD88 inh	Exocytosis inh	NOD2-RIPK2 inh	Glyco luc inh	ABCB6 inh MLPCN	Molecule
-3.1	-6	0.0	6	15	/	-4	-8	1	102	O=C(O)CCCC(=O)Nc1ccc(Oc2cccc(C(F)(F)F)c2)nc1
12*	-2	0.1	-2	9	-2	3	6	1	96	Cc1cc(C)cc(C(=O)OCC(=O)NCCNC(=O)COC(=O)c2cc(C)cc(C)c2)c1
-1.3	7	0.2	-2	1	-8	0	3	-2	97	COc1cc(C#N)ccc1OCC(=O)NCCC1=CCCCC1
-0.7	7	-0.1	?	5	2	-4	10	2	95	O=C(NC1CC2CCCC(C1)N2C(=S)Nc1ccccc1)C1CC1 (stereo unspecified)
0.0	-1	0.2	-15	14	8	10	1	-7	101	CN(C)S(=O)(=O)c1cccc(NC(=O)COC(=O)C2(c3ccccc3F)CCCC2)c1
4.5	4	0.7	-8	4	-2	1	1	-4	99	COc1ccc(C)cc1NC(=O)CSc1nnc(COc2ccccc2)n1Cc1ccco1
-2.1	11	0.0	5	0	-7	0	10	-12	94	Cc1nnc(SC(=O)N2c3ccccc3Sc3ccccc32)s1
0.6	9	0.0	-4	10	0	6	-7	0	101	CCn1c(CN2CCN(C(c3ccccc3)c3ccccc3)CC2)nc2c1c(=O)n(C)c(=O)n2C
0.0	-1	0.9	1	-5	-7	1	10	2	i	O=C1c2ccsc2SCCN1Cc1ccc(Cl)cc1
0.5	0	0.4	8	-1	1	-6	9	-3	93	CCOC(=O)c1sc(NC(=O)C(CC)Sc2nnc3c4ccccc4n(C(C)C)c3n2)nc1C (stereo unspecified)
-1.7	1	0.0	-6	0	-2	2	6	3	98	OCCCNc1nc(-c2ccccc2)nc2c1oc1ccccc12
-1.1	-2	2.1	19	-2	2	13	2	-4	100	O=C(CNC(=O)c1cccc(F)c1)N/N=C/c1cc(Br)ccc1OC(=O)/C=C/c1ccco1
-2.1	9	0.9	2	13	-32	9	13	-5	95	CS(=O)(=O)N(Cc1ccc(Cl)cc1)c1ccc(C(=O)N2CCN(c3ccccc3)CC2)cc1
-2.1	-2	-0.1	-6	14	-11	-7	11	0	100	CC(Cc1nnc(N)s1)c1ccccc1 (stereo unspecified)
0.1	-1	0.1	-7	2	3	-3	-7	2	93	CC(C)c1ccc(CNC(=O)C(=O)NCC2CCCO2)cc1 (stereo unspecified)
-1.3	1	0.1	10	1	-13	1	-1	0	88	C=CCn1c(COc2cccc3ccc(C)nc23)nnc1SCC(N)=O
-4.2	-3	0.3	0	-2	6	3	4	0	94	CCN(CC)CCN(Cc1cc2ccc(C)cc2[nH]c1=O)C(=O)NC1CCCCC1
-1.7	0	0.1	12	11	2	-3	-8	3	97	O=C1C(=O)N(CCCN2CCOCC2)C(c2ccc(Cl)cc2)/C1=C(\O)c1ccc2c(c1)OCCO2 (stereo unspecified)
-1.4	7	-0.2	12	-3	-7	-1	-4	-3	98	COc1ccc(OC)c(C(c2nnnn2C2CCCC2)N2CCc3ccccc3C2)c1 (stereo unspecified)
-2.7	-6	-0.1	-1	-1	3	3	-8	3	105	CN(Cc1nccs1)C(=O)C1CCC(=O)N(CCc2cccc(F)c2)C1 (stereo unspecified)

Profiles, quoted from the list. Order of screens: MC4R barr agon, ABHD5-PLIN5 inh, aDG glyco act, Vif imaging, MC4R antag cAMP, TLR9-MyD88 inh, Exocytosis inh, NOD2-RIPK2 inh, Glyco luc inh, ABCB6 inh MLPCN
`CC(Cc1nnc(N)s1)c1ccccc1` (stereo unspecified) across the screens: -2.1, -2, -0.1, -6, 14, -11, -7, 11, 0, 100
`C=CCn1c(COc2cccc3ccc(C)nc23)nnc1SCC(N)=O` across the screens: -1.3, 1, 0.1, 10, 1, -13, 1, -1, 0, 88

(next part)
MC4R barr agon	ABHD5-PLIN5 inh	aDG glyco act	Vif imaging	MC4R antag cAMP	TLR9-MyD88 inh	Exocytosis inh	NOD2-RIPK2 inh	Glyco luc inh	ABCB6 inh MLPCN	Molecule
-0.3	0	-0.1	0	18	-17	-5	-4	5	93	CC1(C)CC(=O)C2=C(C1)C(c1cn(-c3ccccc3)nc1-c1ccccc1)C(C#N)=C(N)O2 (stereo unspecified)
-0.3	3	-0.1	-2	0	6	-4	3	1	101	O=C(c1cccc(F)c1F)N1CCCc2ccccc21
1.5	-5	-0.1	9	11	0	-5	-1	3	90	COc1ccc(C(=O)N/N=C(\C)CC(=O)Nc2ccc3ccccc3c2)c(OC)c1
-1.1	-3	-0.4	-7	10	-11	-2	10	9	101	Cc1ccc(S(=O)(=O)N2CCOCC2)cc1C(=O)OCC(=O)Nc1ccc(Cl)cn1
-0.3	-5	-0.6	-12	10	3	-8	6	1	102	Cc1ccc(CNC(=O)c2ccc(CS(=O)(=O)c3ccccc3)o2)cc1
-0.8	0	-0.2	-3	-2	-4	-1	1	1	94	O=C1CCN(CCc2ccccc2)CCN1[C@H](CO)Cc1ccccc1
-1.3	-3	0.1	12	-10	2	-2	-9	2	98	O=C(O)Cc1ccc(Nc2cnn(C34CC5CC(CC(CC(=O)O)(C5)C3)C4)c(=O)c2Cl)cc1
1.8	-2	-0.1	-4	9	/	5	5	-3	93	O=C1Nc2ccccc2N=C(c2ccccc2)c2ccccc21
1.1	-5	-0.2	/	-3	-4	-3	-3	-4	98	CCc1ccc2c(c1)cc(CN(C(=S)Nc1ccccc1)C1CC1)c1nnnn12
0.5	2	0.3	7	4	-7	-6	-9	-2	95	O=S(=O)(c1ccc(N2CCOCC2)nc1)N(Cc1ccccn1)Cc1ccccn1
-1.1	7	-0.1	-4	6	0	-1	1	3	93	CCCS(=O)(=O)c1c(S(=O)(=O)CCC)c2c3ccccc3ccn2c1C(N)=O
0.3	2	-0.1	-2	-5	9	1	-1	1	91	NNC(=O)c1cc2c(ccc3ccccc32)o1
-0.2	-6	-0.1	-5	4	-8	0	-10	-1	100	O=C(NC1CCCCC1)C(c1ccc(O)cc1)N(C(=O)c1cnccn1)c1cccc(F)c1 (stereo unspecified)
-1.3	-1	-0.1	/	14	3	1	6	0	93	CN(CC(=O)OCC(=O)Nc1ccccc1)S(=O)(=O)c1ccc(Cl)cc1
-0.9	-4	0.0	0	6	11	-2	-8	3	98	COc1ccc(OC)c(NCc2nnc(-c3ccccc3)o2)c1
0.1	0	-0.1	4	9	-5	-4	-9	-3	105	Cc1sc2nc(CN(C(=O)c3cccs3)C3CCCC3)[nH]c(=O)c2c1C
-1.6	5	0.0	-2	5	6	2	-2	4	98	COc1ccc(S(=O)(=O)N2CCN(C(=O)C3CC(=O)N(c4ccccc4F)C3)CC2)cc1OC (stereo unspecified)
-1.6	2	0.5	-14	8	-4	2	0	-1	93	Cc1ccc(S(=O)(=O)N2CCN(C(=O)c3ccccc3)CC2)cc1
-2.2	2	0.1	1	-3	-7	0	-1	-1	93	Cc1cccnc1NC(=O)c1ccc2nc(N)sc2c1
-2.0	2	-0.3	15	9	0	5	11	2	84	Cc1cccc(NC(=O)NNC(=O)c2cc3ccccc3cc2O)c1C
1.4	-7	-0.1	/	-1	-7	14	-6	2	94	COc1ccc(N2CCN(C(=O)COC(=O)CCOc3cc(C)ccc3C)CC2)cc1
-2.0	-16	0.4	0	3	1	-4	-3	2	96	CCOC(=O)c1ccc(-c2c(-c3ccc4c(c3)OCO4)noc2-c2ccsc2)cc1F
-0.4	-5	0.3	0	0	1	0	3	3	99	Cc1cc(C)c2nc(N3CCCC3)c(C#N)cc2c1
-1.4	-2	0.0	0	10	-6	3	2	0	93	CCC(c1c(C)n(C)n(-c2ccccc2)c1=O)c1c(C)n(C)n(-c2ccccc2)c1=O
0.4	-1	0.3	-5	6	-11	0	-2	4	101	CC(NC(=O)c1nn(C)c(=O)c2ccccc12)c1ccccc1 (stereo unspecified)
-0.7	6	-0.4	-7	-10	-8	-5	-3	-5	98	COCCn1c(C)cc(C(=O)Cn2nc(C(=O)O)c3ccccc3c2=O)c1C
0.0	6	-0.2	9	8	2	-3	-15	0	96	CCCC(C(=O)NNC(=O)c1ccncc1)c1ccccc1 (stereo unspecified)
-2.7	-3	-0.2	92*	2	-4	-1	-10	-1	85	CN1CCN(CC(=O)NC2CCCCC2)CC1
0.2	2	-0.9	3	0	-10	-7	-5	-10	99	O=C(Nc1cc2c3c(c1)C1CCCC1CN3CC1CCCC21)c1ccc([N+](=O)[O-])cc1 (stereo unspecified)
1.0	9	0.0	15	0	1	-14	4	1	96	CC1(C)CC(=O)c2sc(NS(=O)(=O)c3cc(Cl)ccc3Cl)nc2C1
0.7	4	0.0	1	-5	-6	-2	-9	-2	91	CN(C)c1ccc2c(c1[N+](=O)[O-])Cc1ccccc1-2
-1.8	8	-0.3	2	2	5	-24	-1	-12	100	O=C(NC(=O)c1ccccc1)Nc1ccccc1O
-0.8	-1	-0.2	-2	3	2	2	-16	-1	100	Cc1cc(C(F)(F)F)nc(NNc2nc(C)cc(C(F)(F)F)n2)n1
0.0	-4	0.0	6	7	-8	-2	-8	1	99	Cn1c(SCC(=O)Nc2ccc(Br)cn2)nnc1C1CC1
-1.6	1	0.3	8	6	12	5	3	-2	97	COc1ccc(CNC(=O)NCCc2c[nH]c3ccccc23)cc1
0.5	-5	0.1	/	14	/	0	-9	0	99	CC1(C(=O)Nc2cccc3cccnc23)CCN1Cc1csc2ccccc12 (stereo unspecified)
-2.1	0	0.0	-2	2	3	-4	-7	1	97	Cc1nsc(N)c1C(=O)O
-1.8	0	0.2	-7	7	-7	2	3	1	93	Cc1cc(=O)oc2cc(OCC(=O)NC3CCCC3)ccc12
0.2	24*	0.2	-1	9	5	14	11	14	95	N#C/C(=C\c1cccc(Br)c1)C(=O)N1CCCCC1
0.8	-5	0.6	-4	2	-5	21	-6	8	97	COc1ccc(S(=O)(=O)Nc2cc3c4c(c2)CCN4C(=O)CC3)cc1C
-0.1	-1	0.0	3	2	1	-6	-7	0	116	COc1ccc(N2CCN(C(CNC(=O)C3CCCCC3)c3cccnc3)CC2)cc1 (stereo unspecified)
-0.6	1	0.1	7	7	1	4	2	0	99	CCCC(C)NC(=O)C1CCN(C(=O)C2CC(=O)N(c3ccc(C)cc3)C2)CC1 (stereo unspecified)
-2.1	-7	-0.3	6	5	1	-3	-7	1	96	CCOCCCNC(=O)C1CCN(S(=O)(=O)N2CCCC2)CC1
-0.8	-2	-0.1	-4	-3	-3	-4	-1	-1	97	Cc1nc([N+](=O)[O-])cn1CC(=O)Nc1ccc(Cl)cc1
-3.6	-2	0.0	5	1	-8	0	-5	1	95	CCOC(=O)Cc1cnc(NC(=O)CSc2nc3ncnc(N)c3[nH]2)s1
-2.9	4	-0.1	14	3	6	11	2	1	104	O=C(COC(=O)c1cnccn1)Nc1ncc(C(F)(F)F)cc1Cl
-0.7	2	-0.2	-3	11	/	-2	-2	0	97	CC(C)(C)c1ccc(S(=O)(=O)NC(=O)C2(C)CCN2C(=O)c2cccc3ccccc23)cc1 (stereo unspecified)
